EPAC1 antag = blocks human EPAC1 exchange factor | Potency, µM (series often up to 115 µM), without a hit: at the highest dose activity change, negative = inhibition, actives largely listed as inhibitors | 0.14% of 360,000 active | EPAC1 GEF assay, Rap1b-BODIPY-GDP exchange fluorescence | AID 720709 | O95398;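 also: potency is read from the fitted curve at half-maximal effect; plate controls were vehicle for no effect and positive control for full effect; nearly all actives have a fitted effect of over 50% in size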
Target sequence (O95398 whole entry, looked up): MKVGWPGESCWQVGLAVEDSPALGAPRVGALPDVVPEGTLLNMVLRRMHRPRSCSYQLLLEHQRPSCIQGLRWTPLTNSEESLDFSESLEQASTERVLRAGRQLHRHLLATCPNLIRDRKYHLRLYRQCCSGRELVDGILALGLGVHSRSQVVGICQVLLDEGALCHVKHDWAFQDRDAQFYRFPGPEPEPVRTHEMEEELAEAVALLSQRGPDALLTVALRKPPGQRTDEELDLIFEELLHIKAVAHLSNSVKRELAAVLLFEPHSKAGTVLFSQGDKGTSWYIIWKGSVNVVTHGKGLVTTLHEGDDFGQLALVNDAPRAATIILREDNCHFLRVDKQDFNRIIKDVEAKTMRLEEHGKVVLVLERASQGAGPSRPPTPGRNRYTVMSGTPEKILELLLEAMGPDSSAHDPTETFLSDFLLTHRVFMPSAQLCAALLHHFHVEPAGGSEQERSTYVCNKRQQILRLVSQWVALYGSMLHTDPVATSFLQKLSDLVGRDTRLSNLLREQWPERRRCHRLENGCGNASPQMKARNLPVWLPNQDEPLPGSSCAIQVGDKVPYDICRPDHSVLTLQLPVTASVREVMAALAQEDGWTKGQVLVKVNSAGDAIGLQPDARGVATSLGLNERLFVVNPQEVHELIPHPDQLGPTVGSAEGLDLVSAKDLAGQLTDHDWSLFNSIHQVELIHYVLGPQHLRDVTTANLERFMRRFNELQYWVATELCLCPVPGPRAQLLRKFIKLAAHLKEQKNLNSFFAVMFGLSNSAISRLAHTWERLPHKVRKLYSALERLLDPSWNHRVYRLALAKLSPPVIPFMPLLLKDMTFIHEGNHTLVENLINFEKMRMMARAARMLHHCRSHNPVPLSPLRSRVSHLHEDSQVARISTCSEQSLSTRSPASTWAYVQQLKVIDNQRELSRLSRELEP
EPAC1 agonist = activates human EPAC1 exchange factor; O95398; EPAC1 agonist qHTS, biochemical assay; response scale: 100% = response to 6.5 mM cAMP; Potency, µM (doses to about 154 µM), without a hit: at the highest dose activation, most hits filed as activators; 0.073% of 360,000 active; AID 720707; also: potency is read from the fitted curve at half-maximal effect; nearly all actives have a fitted effect of over 60% in size
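Multi-concentration qHTS readout: loss of Rap1B-bound BODIPY-GDP fluorescence driven by 100 nM EPAC1 with excess GDP (50 uM), monitored kinetically at room temperature; agonist response expressed relative to 6.5 mM cAMP.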
IL-2 act = activators of IL-2; IL-2 activation reporter assay, cell-based qHTS; stimulated with anti-CD3/CD4/CD28 beads; in transgenic mouse T cells; activation, % (series mostly up to about 46 µM); 0.065% of 360,000 active; in the data active = activation above about 50%; inconclusive = mostly about 30% to 49%; also: 0% is about no effect
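Quantitative HTS in unstimulated transgenic mouse T cells, with memory T cells as non-tolerant control and PMA/ionomycin as tolerance-bypass control. Compound pretreatment lasted 60 minutes before 18 h bead stimulation; EGFP/DsRed fluorescence read.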
PI5P4Ka inh = inhibitors of human PI5P4K alpha; max response, %; AID 652105; 1.2% of 330,000 active; P48426; PI5P4Kalpha enzyme, ADP-Glo luminescence, 60 min; stronger effect = lower value; active = max response of -50% or lower; inconclusive = between -30% and -50%; inactive = -30% or higher; also: value at the top dose of about 77 µM; % is scaled to controls: 0 for no effect and ±100 for the full control effect
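ADP-Glo luminescence end-point read after a 60 min room-temperature kinase reaction of PI5P4Kalpha plus substrate, initiated with ATP at 5 microM final. Buffer: 0.038 M HEPES pH 7.4, EGTA, 0.1% CHAPS, 5% DMSO.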
PLK1 PBD block = blocks phosphopeptide binding to human PLK1 polo-box domain; P53350; Plk1 PBD binding of FITC phosphopeptide, fluorescence polarization; Potency, µM, inactives show max response, negative = inhibition, hits mostly inhibitors; 2.8% of 360,000 active; also: potency is read from the fitted curve at half-maximal effect; series mostly up to about 57 µM; % is scaled to controls: 0 for no effect and ±100 for the full control effect; nearly all actives have a fitted effect of over 65% in size
GLP-1R inv ag = GLP-1 receptor (human) inverse agonism; 1.6% of 410,000 active; Potency, µM (doses to about 38.3 µM), without a hit: top-dose activity change, negative = inhibition, most hits filed as inhibitors; AID 624417; HEK293 GLP-1R CRE-luciferase, luminescence, 24 h; GLP-1R form is constitutively active; also: potency is read from the fitted curve at half-maximal effect; % is scaled to controls: 0 for no effect and ±100 for the full control effect; nearly all actives have a fitted effect of over 55% in size
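Luminescence readout: a drop in cAMP-driven luciferase signal flags inverse agonism at a constitutively active GLP-1R stably expressed in HEK293. Compound exposure lasted 24 hr at 37 deg C, 5% CO2.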
HEK293 tox = cytotoxicity counter-screen for GLP-1 receptor inverse agonists | HEK293 cAMP-luciferase reporter cells, luminescence, 24 h | Potency, µM (series often up to 38.3 µM), for inactives: at the highest dose activity change, negative = inhibition, actives largely listed as inhibitors | 0.13% of 410,000 active | AID 624418;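 also: loss of luciferase light is scored as toxicity; potency is read from the fitted curve at half-maximal effect; % is scaled to controls: 0 for no effect and ±100 for the full control effect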
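To flag toxic compounds, the library was rerun on cells for 24 hr at 37 deg C and 5% CO2. Viability-linked luminescence was captured 12 min after adding luciferase detection reagent.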
GLP1R ag = GLP-1 receptor (human) agonism. P43220. HEK293 GLP-1R CRE-luciferase, luminescence, 4-6 h; cells express a hypersensitive GLP-1R form. Potency, µM (series often up to 45.6 µM), inactives show at the highest dose activation, hits mostly activators. 0.007% of 380,000 active; also: potency is read from the fitted curve at half-maximal effect; % of control where 0% means no effect
PTHR1 agonist = PTHR1 (human) receptor agonism | 0.075% of 410,000 active | Q03431 | Potency, µM (titrated, usually from 115 µM), for inactives: at the top dose activation, hits mostly activators | HEK293 GP2 PTHR1 cells, GloSensor cAMP luminescence, 1 h; also: potency is read from the fitted curve at half-maximal effect; nearly all actives have a fitted effect of over 55% in size; some results filed as inactive show a strong effect at the top dose; inactives centre near -15; many of its hits are not listed in these tables
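HEK-293-derived GP2 cells expressing PTHR1 and a GloSensor cAMP reporter, 3,000/well, plated overnight, given luciferin plus IBMX (each 0.5 mM as added) for 1 h at 37 °C, then compound for 1 h at 37 °C. Luminescence was read after 15 min at room temperature.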
The depositor's hits bear a star; [ ] = dose if it differs, or a comment. Unless noted, calls follow the shape of the dose curve; as a rule, active = well fitted curve in the direction sought with a large enough effect; inconclusive = small, poorly fitted or top-dose-only effect, or another doubt; inactive = no such curve, though single readings can be large; an effect the other way counts as inactive or inconclusive. Some of the compounds tested; count on the stated rates, not on these rows.

Start of the data: the first 4 entries, ahead of the listing:
For Cc1cc(C(=O)NNC(=O)c2cccc(S(=O)(=O)N3CCOCC3)c2)c2ccccc2n1 the results were EPAC1 antag inconclusive, EPAC1 agonist 4%, IL-2 act 0.5, PI5P4Ka inh 4, PLK1 PBD block 3%, GLP-1R inv ag -13%, HEK293 tox -6%, GLP1R ag -2% and PTHR1 agonist -6%.
`COc1ccccc1C(=O)Nc1ccc(OCC(=O)N2CC(C)CC(C)C2)cc1` (stereo not drawn) gave EPAC1 antag 1%, EPAC1 agonist 1%, IL-2 act 1.1, PI5P4Ka inh 0, PLK1 PBD block 4%, GLP-1R inv ag 10µM*, HEK293 tox 4%, GLP1R ag -5% and PTHR1 agonist -69%[inhibitor].
NC(=O)C1CCCN(C(=O)c2ccc3oc(Cc4ccc(Cl)cc4)nc3c2)C1 (stereo not drawn) was read as EPAC1 antag -1%, EPAC1 agonist 0%, IL-2 act 0.7, PI5P4Ka inh 2, PLK1 PBD block -8%, GLP-1R inv ag -25%, HEK293 tox 12%, GLP1R ag -3% and PTHR1 agonist inactive.
Screening Cc1ccc(C)c(S(=O)(=O)N2CCN(C(=O)/C=C/c3ccco3)CC2)c1 returned EPAC1 antag inconclusive, EPAC1 agonist 1%, IL-2 act -0.2, PI5P4Ka inh -61*, PLK1 PBD block inconclusive, GLP-1R inv ag -20%, HEK293 tox -3%, GLP1R ag 13% and PTHR1 agonist -9%.

The listing, previewed entries included:
For Cc1cc(C(=O)NNC(=O)c2cccc(S(=O)(=O)N3CCOCC3)c2)c2ccccc2n1 the results were EPAC1 antag inconclusive, EPAC1 agonist 4%, IL-2 act 0.5, PI5P4Ka inh 4, PLK1 PBD block 3%, GLP-1R inv ag -13%, HEK293 tox -6%, GLP1R ag -2% and PTHR1 agonist -6%.
`COc1ccccc1C(=O)Nc1ccc(OCC(=O)N2CC(C)CC(C)C2)cc1` (stereo not drawn) gave EPAC1 antag 1%, EPAC1 agonist 1%, IL-2 act 1.1, PI5P4Ka inh 0, PLK1 PBD block 4%, GLP-1R inv ag 10µM*, HEK293 tox 4%, GLP1R ag -5% and PTHR1 agonist -69%[inhibitor].
NC(=O)C1CCCN(C(=O)c2ccc3oc(Cc4ccc(Cl)cc4)nc3c2)C1 (stereo not drawn) was read as EPAC1 antag -1%, EPAC1 agonist 0%, IL-2 act 0.7, PI5P4Ka inh 2, PLK1 PBD block -8%, GLP-1R inv ag -25%, HEK293 tox 12%, GLP1R ag -3% and PTHR1 agonist inactive.
Screening Cc1ccc(C)c(S(=O)(=O)N2CCN(C(=O)/C=C/c3ccco3)CC2)c1 returned EPAC1 antag inconclusive, EPAC1 agonist 1%, IL-2 act -0.2, PI5P4Ka inh -61*, PLK1 PBD block inconclusive, GLP-1R inv ag -20%, HEK293 tox -3%, GLP1R ag 13% and PTHR1 agonist -9%.
`CCn1cc(C(=O)Nc2ccc(C(C)C)cc2)c2cc(OC)c(OC)cc2c1=O` gave GLP-1R inv ag 36%, HEK293 tox 3%, GLP1R ag 5% and PTHR1 agonist inactive.
Screening CC(C)(C)OC(=O)N1CCc2onc(-c3ccc(N)cc3)c2C1=O returned EPAC1 antag -2%, EPAC1 agonist -15%, IL-2 act -0.5, PI5P4Ka inh -7, PLK1 PBD block -7%, GLP-1R inv ag 5%, HEK293 tox -5%, GLP1R ag 2% and PTHR1 agonist -26%.
CCc1c(C(=O)N/N=C/c2sccc2C)nnn1-c1nonc1N was read as EPAC1 antag 6%, EPAC1 agonist 1%, IL-2 act -0.1, PI5P4Ka inh -7, PLK1 PBD block -2%, GLP-1R inv ag 6%, HEK293 tox -2%, GLP1R ag 8% and PTHR1 agonist -6%.
`c1ccc2c(CCc3ccncc3)cccc2c1` gave EPAC1 antag 14%, EPAC1 agonist -5%, IL-2 act -0.6, PI5P4Ka inh 13, PLK1 PBD block -7%, GLP-1R inv ag inconclusive, HEK293 tox 3%, GLP1R ag 14% and PTHR1 agonist inactive.
`COc1ccc(CNC(=O)c2ccc(CS(=O)(=O)Cc3ccccc3F)o2)cc1` gave EPAC1 antag -6%, EPAC1 agonist 5%, IL-2 act 0.0, PI5P4Ka inh 0, PLK1 PBD block -4%, GLP-1R inv ag 7%, HEK293 tox 3%, GLP1R ag 6% and PTHR1 agonist -19%.
CC1CCCC(C)N1C(=O)c1cc2ncc(CCCl)cn2n1 (stereo not drawn) was read as EPAC1 antag 0%, EPAC1 agonist 3%, IL-2 act -0.3, PI5P4Ka inh -2, PLK1 PBD block -5%, GLP-1R inv ag 20%, HEK293 tox -4%, GLP1R ag -1% and PTHR1 agonist inactive.
`CC12CCC(c3c(CO)nn(-c4ccccc4)c31)C2(C)C` (stereo not drawn) gave EPAC1 antag 0%, EPAC1 agonist 0%, IL-2 act 1.9, PLK1 PBD block -2%, GLP-1R inv ag -7%, HEK293 tox 0%, GLP1R ag 1% and PTHR1 agonist -7%[57.5 µM].
CC(NC(=O)COC(=O)c1ccc2c(c1)OCO2)c1ccccc1 (stereo not drawn) was read as EPAC1 antag -7%, EPAC1 agonist -7%, IL-2 act -3.7, PI5P4Ka inh 1, PLK1 PBD block 1%, GLP-1R inv ag -1%, HEK293 tox 8%, GLP1R ag 7% and PTHR1 agonist inactive.
`COc1ccc(CN2C(=O)C(CC(=O)NCc3cccc4ccccc34)CC(C(=O)N3CCOCC3)=C2C)cc1` (stereo not drawn) gave EPAC1 antag 1%, EPAC1 agonist -4%, IL-2 act -0.5, PI5P4Ka inh -3, PLK1 PBD block 0%, GLP-1R inv ag 1%, HEK293 tox 3%, GLP1R ag 1% and PTHR1 agonist inactive.
Screening CC(=O)N1c2ccc(S(=O)(=O)N3CCCC(C(=O)NCc4ccccc4)C3)cc2CC1C (stereo not drawn) returned EPAC1 antag -6%, EPAC1 agonist 1%, IL-2 act -3.5, PI5P4Ka inh -1, PLK1 PBD block -13%, GLP-1R inv ag 6%, HEK293 tox 7%, GLP1R ag -8% and PTHR1 agonist inactive.
`O=C(O)CCC(=O)Nc1ccccc1C(=O)NCc1ccco1` gave EPAC1 antag 3%, EPAC1 agonist 2%, IL-2 act -0.1, PI5P4Ka inh 1, PLK1 PBD block 1%, GLP-1R inv ag -1%, HEK293 tox 0%, GLP1R ag 1% and PTHR1 agonist inconclusive.
Screening COc1ccc(-c2nc(C)c(CCNC(=O)C(=O)Nc3ccccc3F)s2)cc1 returned GLP-1R inv ag inconclusive, HEK293 tox -1%, GLP1R ag 14% and PTHR1 agonist -18%.
S=C(Nc1ccccc1Cl)N1CCC(c2ccccc2)C1 (stereo not drawn) was read as EPAC1 antag 1%, EPAC1 agonist -5%, IL-2 act 0.3, PI5P4Ka inh 0, PLK1 PBD block -3%, GLP-1R inv ag 12%, HEK293 tox 14%, GLP1R ag 9% and PTHR1 agonist -6%.
`Cc1cccc(C(=O)NCC(c2ccco2)N(C)C)c1` (stereo not drawn) gave EPAC1 antag -1%, EPAC1 agonist -3%, IL-2 act -1.3, PI5P4Ka inh 11, PLK1 PBD block -11%, GLP-1R inv ag 4%, HEK293 tox 2%, GLP1R ag 10% and PTHR1 agonist -4%.
`CC(COc1ccccc1)N1CCC(CO)(CCc2ccccc2)CC1` (stereo not drawn) gave EPAC1 antag 2%, EPAC1 agonist -11%, IL-2 act 0.7, PI5P4Ka inh 7, PLK1 PBD block -4%, GLP-1R inv ag inconclusive, HEK293 tox inconclusive, GLP1R ag -2% and PTHR1 agonist -15%.
For Nc1nc2c(ncn2[C@@H]2O[C@H](CNCc3ccc4ncccc4c3)[C@@H](O)[C@H]2O)c(=O)[nH]1 the results were EPAC1 antag -12%, EPAC1 agonist 4%, IL-2 act 2.0, PI5P4Ka inh -4, PLK1 PBD block 0%, GLP-1R inv ag 29%, HEK293 tox 2%, GLP1R ag 3% and PTHR1 agonist -23%.
Screening Cc1cccnc1NC(=O)CNC(=O)c1ccccc1 returned EPAC1 antag -11%, EPAC1 agonist 12%, IL-2 act -0.5, PI5P4Ka inh -4, PLK1 PBD block -2%, GLP-1R inv ag 11%, HEK293 tox -10%, GLP1R ag 0% and PTHR1 agonist inactive.
`Cc1nc2sc(C(c3cccc(F)c3)N3CCN(C(=O)c4ccco4)CC3)c(O)n2n1` (stereo not drawn) gave EPAC1 antag 7%, EPAC1 agonist 7%, IL-2 act -2.2, PI5P4Ka inh 0, PLK1 PBD block -2%, GLP-1R inv ag -3%, HEK293 tox -9%, GLP1R ag -6% and PTHR1 agonist inactive.
Screening Cc1ccc(O)c(-c2[nH]ncc2C(=O)c2ccc(Br)cc2)c1 returned EPAC1 antag -14%, EPAC1 agonist 3%, IL-2 act -1.0, PI5P4Ka inh 4, PLK1 PBD block -12%, GLP-1R inv ag inconclusive, HEK293 tox 2%, GLP1R ag 16% and PTHR1 agonist -4%.
CCn1c(CNC(=O)C(C)(C)C)nc2ccccc21 was read as EPAC1 antag 3%, EPAC1 agonist -1%, IL-2 act -1.8, PI5P4Ka inh 8, PLK1 PBD block -14%, GLP-1R inv ag 12%, HEK293 tox -1%, GLP1R ag 2% and PTHR1 agonist -16%.
For CCn1cc(C(C)NC(=O)Nc2ccccc2C(=O)OC)c(C)n1 (stereo not drawn) the results were EPAC1 antag -18%, EPAC1 agonist -15%, IL-2 act 0.0, PI5P4Ka inh 1, PLK1 PBD block -13%, GLP-1R inv ag -13%, HEK293 tox 0%, GLP1R ag 4% and PTHR1 agonist inactive.
Screening CCO[C@H]1OC(C(=O)NC2CC2)=C[C@@H](c2ccc(Br)cc2)[C@@H]1CCCO returned EPAC1 antag 23%, EPAC1 agonist 0%, IL-2 act 1.2, PI5P4Ka inh 0, PLK1 PBD block 0%, GLP-1R inv ag -12%, HEK293 tox -9%, GLP1R ag 1% and PTHR1 agonist -24%.
For CC(C)Cc1nc2sc3c(c2c(=O)n1N)CC(C)(C)OC3 the results were EPAC1 antag 14%, EPAC1 agonist 6%, IL-2 act -1.3, PI5P4Ka inh 5, PLK1 PBD block -4%, GLP-1R inv ag inconclusive, HEK293 tox 0%, GLP1R ag 14% and PTHR1 agonist -16%.
